High-throughput results as filed in PubChem BioAssay.
BAP1 block – blocks human BAP1 ubiquitin-AMC hydrolysis; recombinant BAP1, Ub-AMC hydrolysis fluorescence kinetic; hits give low values; activity remaining (% of control), % at 20 µM; 72,000 tested, 0.48% active;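 active = activity remaining at or below 50% of control, provided the compound also passes the data quality filters; inactive = the rest, including low values that fail the filters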;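 also: 100% = DMSO wells rate and 0% = substrate alone blank rate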
Target sequence (Q92560 whole entry, looked up): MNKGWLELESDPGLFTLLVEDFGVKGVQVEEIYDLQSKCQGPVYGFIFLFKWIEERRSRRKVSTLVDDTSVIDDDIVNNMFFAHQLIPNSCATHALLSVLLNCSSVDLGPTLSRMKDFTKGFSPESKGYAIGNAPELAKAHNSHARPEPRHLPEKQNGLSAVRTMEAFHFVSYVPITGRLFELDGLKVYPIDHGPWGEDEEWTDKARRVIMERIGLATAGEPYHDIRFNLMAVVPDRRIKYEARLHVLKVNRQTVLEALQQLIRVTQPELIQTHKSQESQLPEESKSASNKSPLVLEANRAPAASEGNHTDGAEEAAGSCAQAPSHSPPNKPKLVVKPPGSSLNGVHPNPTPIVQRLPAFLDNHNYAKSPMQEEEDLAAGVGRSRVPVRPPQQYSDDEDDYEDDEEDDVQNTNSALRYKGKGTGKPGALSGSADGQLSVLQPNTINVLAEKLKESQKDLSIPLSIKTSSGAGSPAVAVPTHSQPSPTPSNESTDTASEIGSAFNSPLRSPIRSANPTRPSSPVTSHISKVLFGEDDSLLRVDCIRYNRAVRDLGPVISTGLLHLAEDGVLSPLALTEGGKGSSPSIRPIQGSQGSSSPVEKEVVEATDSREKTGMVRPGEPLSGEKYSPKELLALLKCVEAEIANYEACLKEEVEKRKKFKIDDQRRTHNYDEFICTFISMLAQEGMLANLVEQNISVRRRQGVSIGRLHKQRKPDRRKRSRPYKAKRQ
HePTP inhibitor – human HePTP phosphatase inhibition. P35236. recombinant HePTP phosphatase activity, OD absorbance. inhibition, % at 20 µM. 110,000 tested, 0.64% active. AID 521; in the data active = inhibition above about 50%;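 also: plate controls were vehicle for no effect and reference inhibitor for full effect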
Target sequence (P35236 whole entry, looked up): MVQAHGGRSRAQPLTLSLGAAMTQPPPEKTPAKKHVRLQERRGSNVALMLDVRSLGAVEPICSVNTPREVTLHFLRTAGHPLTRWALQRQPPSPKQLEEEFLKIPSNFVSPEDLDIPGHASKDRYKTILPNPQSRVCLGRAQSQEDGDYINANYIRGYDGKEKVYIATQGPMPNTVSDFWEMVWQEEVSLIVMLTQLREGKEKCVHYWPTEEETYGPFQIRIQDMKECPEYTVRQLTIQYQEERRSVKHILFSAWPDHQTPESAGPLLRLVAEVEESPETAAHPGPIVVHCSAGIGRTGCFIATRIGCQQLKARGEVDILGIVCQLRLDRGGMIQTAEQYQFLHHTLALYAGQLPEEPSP
* hit, by the source's call; x = no result given; & = joins results of further samples.

Values run as follows: BAP1 block, HePTP inhibitor
> Brc1ccc2[nH]c3c(c2c1)CCCC3=NCc1ccccc1
  x, 1
> COc1cc2nc(CN3CCN(c4ncc(C(F)(F)F)cc4Cl)CC3)[nH]c(=O)c2cc1OC
  107, 2
> CCOc1ccccc1C=Nc1ccccc1-c1ccccc1N=Cc1ccccc1OCC
  x, -13
> CCC(C)c1ccc(NC(=O)Cc2ccc(Cl)cc2)cc1 (stereo not drawn)
  x, 2
> COc1ccc(CNc2ncn[nH]2)cc1
  x, -2
> COc1cccc(N2CC(C(=O)Nc3c(C)cccc3C)CC2=O)c1 (stereo not drawn)
  63, -13
> CCN(CC)c1ccc(N2C(=O)/C(=C/c3ccc([N+](=O)[O-])cc3)SC2=S)cc1
  x, -19
> COc1ccc(NC(=O)C2=C(C)NC(=O)NC2c2ccccc2Br)cc1 (stereo not drawn)
  x, -2
> CCCCOC(=O)Nc1cc(C(=O)OC)ccc1C(=O)OC
  x, 6
> Cc1ccc(-c2nnn(CC(=O)N3CCN(c4nc5ccccc5s4)CC3)n2)cc1
  108, 6
> COc1ccc(C2C3COC(C)(C)CC3=NN2C(C)=O)cc1 (stereo not drawn)
  x, -8
> c1ccc(-c2ccccc2-n2cnnn2)cc1
  98, 3
> N#C/C=C1\Sc2ccccc2C(=O)N1CC(=O)N1CCN(S(=O)(=O)c2ccccc2)CC1
  x, 4
> COC(=O)C1=C(N)OC2=C(C(=O)CC(C)(C)C2)C1c1ccoc1 (stereo not drawn)
  86, 7
> O=S(=O)(Nc1ccc(O)c(-c2c(O)ccc3ccccc23)c1)c1cc(Cl)ccc1Cl
  x, 10
> Cc1ccc2nc(N/N=C/c3ccc4ncccc4c3)nc(-c3ccccc3)c2c1
  x, -3
> C(=N\c1nccs1)/c1c[nH]c2ccccc12
  x, 8
> c1csc(Cc2nc3ccccc3[nH]2)c1
  x, 3
> CCCC(=O)Nc1cccc(NC(=O)COc2ccc(Br)cc2)c1
  x, 2
> CCN1CCCC1CNC(=O)Cn1cnc2ccc(S(=O)(=O)N3CCC(C)CC3)cc2c1=O (stereo not drawn)
  100, 4

Given with each value named: entries from further up.
Cc1ccc(-c2nnn(CC(=O)N3CCN(c4nc5ccccc5s4)CC3)n2)cc1
  BAP1 block: 108 | HePTP inhibitor: 6
COC(=O)C1=C(N)OC2=C(C(=O)CC(C)(C)C2)C1c1ccoc1 (stereo not drawn)
  BAP1 block: 86 | HePTP inhibitor: 7
COc1ccc(CNc2ncn[nH]2)cc1
  BAP1 block: x | HePTP inhibitor: -2
CCOc1ccccc1C=Nc1ccccc1-c1ccccc1N=Cc1ccccc1OCC
  BAP1 block: x | HePTP inhibitor: -13

By substructure: the entries above containing an NH in an aromatic ring
Values run as follows: BAP1 block, HePTP inhibitor
> Brc1ccc2[nH]c3c(c2c1)CCCC3=NCc1ccccc1
  x, 1
> COc1cc2nc(CN3CCN(c4ncc(C(F)(F)F)cc4Cl)CC3)[nH]c(=O)c2cc1OC
  107, 2
> COc1ccc(CNc2ncn[nH]2)cc1
  x, -2
> C(=N\c1nccs1)/c1c[nH]c2ccccc12
  x, 8
> c1csc(Cc2nc3ccccc3[nH]2)c1
  x, 3

The listing continues:
Values run as follows: BAP1 block, HePTP inhibitor
> COc1ccc(-n2c(C)c(C(C)=O)c3cc(O)ccc32)cc1
  73, 8
> Cn1c2c(c(=O)n(C)c1=O)C(c1ccc(Br)cc1)C1=C(N2)c2ccccc2C1=O (stereo not drawn)
  x, 2
> COc1ccc(CC(=O)N2N=C(C)CC2(O)c2cccnc2)cc1OC (stereo not drawn)
  x, -2
> CC(=O)c1c(-c2ccccc2)c2cc(C)ccc2[nH]c1=O
  x, 4
> CC1=CC(C)(C)Nc2ccc(OC(=O)Cc3cccc4ccccc34)cc21
  x, -14
> CCc1cc2c(=O)c(-c3cscn3)coc2c(CN(C)C)c1O
  69, 10
> CCCCOC(=O)Nc1nnc(COc2ccccc2)s1
  90, 3&-4
> O=C(Nc1nccs1)c1ccc2c(c1)C(=O)N(C1CCCCC1)C2=O
  x, 7
> Cc1c(C(=O)Nc2ccc3oc(-c4ccncc4)nc3c2)oc2ccccc12
  x, 0
> COc1ccc(N2C(=O)C3C4C=CC(C4)C3C2=O)nn1 (stereo not drawn)
  106, 6
> CCCc1cc(C(=O)Nc2sc(C(C)=O)c(C)c2C(=O)OCC)no1
  66, -8
> CCN(CC)c1ccc(/C=c2\sc3n(c2=O)C(c2ccc(OC)cc2OC)C(C(C)=O)=C(C)N=3)c(OC)c1 (stereo not drawn)
  x, 7
> Cn1cnc2cc(NCc3ccc(Cl)cc3)ccc21
  x, 4
> Cc1c(NC(=O)CCN2C(=O)S/C(=C\c3ccc(Cl)cc3)C2=O)c(=O)n(-c2ccccc2)n1C
  x, 10
> COc1ccc(C2(CNC(=O)c3cc4ccccc4o3)CCOCC2)cc1OC
  x, 3
> CN(CCS(=O)(=O)OCC(F)(F)F)c1ccc(C=O)cc1
  x, 6
> Nc1[nH]nc2ncc3cc4ccccc4nc3c12
  x, 1
> Cc1ccc(NC(=O)COc2ccc(Cl)cc2C)c([N+](=O)[O-])c1
  x, -1
> CC1(C)CC(=O)C2=C(C1)N(c1cccc(O)c1)C1=C(C2)C(=O)CC(C)(C)C1
  136, 3
> Cc1c(Cl)cccc1-c1ccc(C(=O)Nc2ccc(Cl)cc2)o1
  x, -6
> CCCC(=O)Nc1ccc(-c2cc3ccccc3oc2=O)c(C)c1
  x, -1
> CCC(=O)c1ccc(N2CCN(C(=O)c3ccccc3F)CC2)c(F)c1
  x, -14
> Cc1cc(C(N)=O)c2cc(Br)ccc2n1
  91, 6
> O=S(=O)(CCc1ccccc1)/N=C/c1cc(Br)ccc1O
  x, 8
> NS(=O)(=O)c1ccc(Nc2nnc(-c3ccccc3)c3ccccc23)cc1
  x, 2
> O=C(NCc1ccco1)C1CCN(S(=O)(=O)N2CCC3(CC2)OCCO3)CC1
  98, 4
> CCOC(=O)CCc1nc2ccccc2[nH]1
  94, -4
> CCOC(=O)N1CCC(NCCNC(=O)c2ccc(Cl)cc2)CC1
  85, 6
> Clc1cccc(C2Nc3cccc4cccc(c34)N2)c1
  x, -15
> CCOC(=O)/C(=C/c1c[nH]c2ccccc12)C(C)=O
  x, 1
> O=C(c1c(F)cccc1F)N1CCN(c2cc(N3CCCCC3)c(F)cc2[N+](=O)[O-])CC1
  x, -4
> O=C(NN1C(=O)CSC1=S)c1ccccc1Cl
  x, 0
> CCOC(=O)c1c(-c2ccc(-c3ccccc3)cc2)csc1NC(=O)C(C)C
  x, 10
> COc1ccc(CP(=O)(c2ccccc2)c2ccccc2)cc1
  x, 1
> COc1ccccc1N(CC(=O)NCCc1ccccc1)S(=O)(=O)c1ccccc1
  x, -5
> C=CCNc1nc(N)c(C(=O)Nc2cc(C)on2)s1
  93, 7
> CN(C)c1ccc(/C(=N\O)c2ccccc2)cc1
  83, 1
> COc1cc(/C=C2/SC(=S)N(C)C2=O)ccc1OCc1ccc(Br)cc1
  x, -9
> CCOC(=O)c1c(C)oc2cc(Br)c(OCC(=O)OCc3ccccc3)cc12
  x, 5
> Cc1ccc(-c2nn3c(C)nnc3s2)cc1NC(=O)c1cccnc1
  109, -7
> COc1ccccc1-c1cc(C(=O)Nc2cc(C)n(Cc3ccc(Cl)cc3)n2)no1
  65, 2
> CNC(=O)/C(=N\O)c1ccccc1
  105, 7
> Cc1ccc(Cn2c(SCc3cccnc3)nc3c2c(=O)n(C)c(=O)n3C)cc1
  99, 2
> C/C(=N\N1CCN(Cc2ccc(C)cc2)CC1)c1ccccc1O
  x, -2
> OC[C@H]1O[C@@H](n2cnc3c(NC4CCCC4)ncnc32)[C@H](O)[C@@H]1O
  90, -6
> Cc1cc(NCCN(C)C)n2nc(-c3cccs3)cc2n1
  105, -1
> O=c1nc(/C=C/c2cc3c(cc2Br)OCO3)cc(C(F)(F)F)[nH]1
  x, 10
> Cc1ccc(S(=O)(=O)O)c(C)c1N1CCCC1=O
  164, 5
> CCOC(=O)C1=C(C)N=c2s/c(=C\c3ccc(C)cc3)c(=O)n2C1c1cccc([N+](=O)[O-])c1 (stereo not drawn)
  x, 7
> CCc1ccccc1N1CSC2=C(C#N)C(c3ccccc3F)CC(=O)N2C1 (stereo not drawn)
  69, 8
> Cc1noc(C)c1COC(=O)Cc1ccc(Cl)c(Cl)c1
  95, 3
> COc1ccc(C(=O)Nc2ccc(N(C)C)cc2)cc1
  x, 4
> C=CCNS(=O)(=O)c1ccc(OC)c(C)c1
  x, 5
> C/C(=N\O)c1ccc2[nH]ccc2c1
  65, 5
> O=C1C2C(C(=O)N1Cc1ccco1)C1C=CC2C12CC2 (stereo not drawn)
  297, 4
> Cc1cccc(NCc2ccccc2O)c1C
  101, 9
> CC1CCCN(CC(O)COc2ccc(Cl)cc2)C1 (stereo not drawn)
  104, 10&7
> CCOC(=O)C(Cc1c[nH]c2ccccc12)NC(=O)c1cc2ccccc2oc1=O (stereo not drawn)
  x, 15
> O=C1/C(=C/c2ccc(F)cc2)SC(=S)N1c1ccc(Cl)cc1
  x, 8
> Cc1ccc(NC(=O)O/N=C\c2ccc(F)cc2)cc1
  x, -20

Continuation.
Values run as follows: BAP1 block, HePTP inhibitor
> CCOC(=O)c1c(NC(=O)c2ccccc2)sc(C(=O)N2CCCCC2)c1C
  84, x
> O=c1c2c(sc3ccccc13)NCN(Cc1ccccc1)C2
  75, x
> COc1cccc(NC(=O)c2ccccc2SC)c1
  93, 2
> CCS(=O)(=O)N1CCC(C(=O)NCC2CCCO2)CC1 (stereo not drawn)
  82, 4
> Cc1cc(N(C)C)c(C#N)c(N2CCOCC2)n1
  82, 6
> CCN1CCN(Cc2ccccc2NC(=O)Nc2ccc(C)cc2)CC1
  74, 8
> Cc1ccc(NC(=O)CN(c2ccc(C)c(Cl)c2)S(C)(=O)=O)c(C)c1
  x, -4
> Nc1c(-c2ccccc2)n[nH]c1-c1ccccc1
  112, 1
> O=C(NC1CCCCC1)NC1CC2CCC(C1)N2C(=O)NCc1ccccc1 (stereo not drawn)
  97, 0
> COc1ccc(CCNS(=O)(=O)c2ccc3c(c2)CCN3C(=O)CCC(=O)O)cc1OC
  95, 7
> Cc1ccc(C(=O)NC(NC(=S)Nc2ccccc2)C(Cl)(Cl)Cl)cc1 (stereo not drawn)
  x, 4
> OC(COCc1ccccc1)CN1CCN(c2ccccc2F)CC1 (stereo not drawn)
  100, -3
> CC(=O)N1CCc2cc(Br)cc(S(=O)(=O)N3CCN(C(=O)c4ccco4)CC3)c21
  102, 2
> Cc1nnc(SCc2nc3ccccc3[nH]2)s1
  63, 7
> COC(=O)C1=C(C)NC2=C(C(=O)c3ccccc32)C1c1cc2c(cc1Br)OCO2 (stereo not drawn)
  x, 1
> C=C(C)Cn1c(N2CCN(CC)CC2)nc2c1c(=O)[nH]c(=O)n2C
  101, 8
> O=C(CC(Nc1cccc([N+](=O)[O-])c1)c1ccc(Cl)cc1)c1ccccc1 (stereo not drawn)
  x, -1
> Cc1ccc(-c2nc3s/c(=C\c4cn(-c5ccccc5)nc4-c4ccccc4)c(=O)n3n2)cc1
  x, -1
> Cc1cccc(S(=O)(=O)Nc2cccc(-c3cn4ccsc4n3)c2)c1
  92, 0
> CCOC(=O)C(CCc1nnc(N)s1)C(=O)OCC
  98, 2&6

Single values from above.
For HePTP inhibitor, Cc1ccc(C(=O)NC(NC(=S)Nc2ccccc2)C(Cl)(Cl)Cl)cc1 (stereo not drawn) is listed with 4
For HePTP inhibitor, CC(=O)c1c(-c2ccccc2)c2cc(C)ccc2[nH]c1=O is listed with 4
For HePTP inhibitor, CC1=CC(C)(C)Nc2ccc(OC(=O)Cc3cccc4ccccc34)cc21 is listed with -14

Other compounds.
Values run as follows: BAP1 block, HePTP inhibitor
> CN1CCN(Cn2c(O)c(N=NC(=O)CO/N=C/c3ccccc3Cl)c3ccccc32)CC1
  x, -18
> CC[n+]1c(/C=C/c2ccc(-c3ccc([N+](=O)[O-])cc3)o2)ccc2ccccc21
  x, -12
> COc1ccc(-c2cc3ccccc3n2CC(O)Cn2nc(C)cc2C)cc1 (stereo not drawn)
  x, 2
> N#CCC(=O)Nc1ncn(Cc2ccccc2Cl)n1
  86, -9
> COc1ccc(C(=O)Nc2ccc(I)cc2Cl)cc1
  x, 4
> CSc1nc(SC)c2c3c(sc2n1)COC(C)(C)C3
  x, 8
> CCCC(=O)Nc1ccc(NC(=O)c2cccs2)cn1
  98, -1
> CCCOc1cccc(C(=O)Nc2scc(-c3ccccc3Cl)c2C(=O)OC)c1
  x, -4
> COc1ccc(C(=O)NCCNC(C)=O)cc1S(=O)(=O)NCc1ccc(Cl)cc1
  110, 2
> CNC(=O)N(O)C1N(C)C(=O)N(CC(=O)OC)C1(C)C (stereo not drawn)
  97, x
> CCC(=O)Nc1ccc(NC(=O)c2cccc(OC)c2)nc1
  100, 10
> O=[N+]([O-])c1ccc(Cl)c(-n2ncnc2-c2ccc(Br)cc2)c1
  x, 1
> CC(=O)Nc1ccc(S(=O)(=O)N2CCN(c3cc(C)nc4ccccc34)CC2)cc1
  97, 2
> C=CCN1C(=O)C2C3C=CC(C2C1=O)C1C2C(=O)N(CC=C)C(=O)C2C31 (stereo not drawn)
  56, x
> COc1ccc(C2CC(=O)C3=C(C2)Nc2ccccc2NC3c2ccccc2OCc2ccccc2)cc1 (stereo not drawn)
  65, x
> COC(=O)C1=NN(C(=O)c2cccc(OC)c2)C(C)(O)C1 (stereo not drawn)
  x, -34
> O=C(NCC1CCCCC1)C1CCCN(C(=O)NC2CCCCC2)C1 (stereo not drawn)
  93, -4
> CCOC(=O)c1cc(NC(=O)N2CCCCC2)c(C)nc1C
  52, 9
> COc1ccccc1CNC(=O)c1ccc(CN(c2ccccc2)S(=O)(=O)c2ccccc2)cc1
  x, -23
